# Source: PubChem (Broad Institute)
# LGR2 inh: inhibitors of bursicon-induced LGR2 CRE-luciferase signal, primary screen, cell-based, HEK293, CRE-luciferase reporter, bursicon stimulation; Drosophila bursicon receptor LGR2 (rickets); bursicon-stimulated, 4 h; inhibition, % at 9.99 µM; hit rate 0.35% among 380,000; AID 720647, 2013;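 active means drop in luminescence signal, shown as inhibition above about 50% in the replicate tests, limit read from the data, passing the limit was not always enough; inconclusive means probably only some replicates passing the limit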;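 further: agonist challenge used bursicon conditioned medium at about half maximal strength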
# miR122 inh: miR-122 Renilla sensor signal increase in Huh7, primary screen, miR-122 inhibitor project, cell-based, single point, plate reader. Huh7 miR-122 Renilla luciferase sensor, 48 h; neutral wells = 0, positive control = 100. activation (reporter increase), % at 12.5 µM. hit rate 0.3% among 340,000. AID 602342, 2012;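 active means mean replicate activation score at least 90 and every replicate individually at or above 90; inconclusive means only one of the two criteria met; inactive means neither criterion met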;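 further: higher luciferase means less miR-122 activity so hits act as miR-122 inhibitors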
# CASP6 VEID inh: human caspase-6 inhibitors, primary screen, biochemical, VEID-R110 fluorescence, single point, set 2; P55212; purified caspase-6, Z-VEID-R110 cleavage fluorescence; inhibition, % at 12.5 µM; hit rate 0.53% among 350,000; AID 686996, 2013;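 active means mean inhibition across replicates at least about 35%, with every replicate also reaching that limit, limit read from the data; inconclusive means only one of the two criteria met; inactive means neither criterion met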;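 further: 0% = median of neutral control wells and 100% = no fluorescence left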
# Target sequence (P55212 24-179 limits assumed): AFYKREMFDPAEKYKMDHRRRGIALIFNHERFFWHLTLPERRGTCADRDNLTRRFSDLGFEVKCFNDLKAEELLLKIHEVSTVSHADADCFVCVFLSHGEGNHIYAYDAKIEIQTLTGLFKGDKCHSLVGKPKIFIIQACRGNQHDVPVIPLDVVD
# Target sequence (P55212 194-293 limits assumed): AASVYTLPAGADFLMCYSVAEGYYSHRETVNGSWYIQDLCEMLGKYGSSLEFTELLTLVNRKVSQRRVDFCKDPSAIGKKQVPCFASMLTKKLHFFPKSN
# PAX8 inh HTS: inhibitors of PAX8-driven TPO luciferase reporter, primary screen, RMG-I cells, single concentration. SteadyGlo, 24 h. inhibition, % at 12.6 µM. hit rate 1.2% among 360,000;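 active means mean replicate inhibition at least 60% with every replicate also reaching 60%; inconclusive means only one of the two criteria is met; inactive means mean below 60% and not all replicates reaching 60%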;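 further: luciferase light reporting Pax8 driven TPO promoter activity; plate controls were median of neutral control wells for no effect and mitoxantrone controls for full effect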
# PGC1a acetyl inh: inhibitors of PGC1a acetylation signal, primary screen, cell-based, U2OS, AlphaScreen, inhibitor mode; AlphaScreen anti-acetyl-lysine; with virally co-expressed GCN5 acetyltransferase; hit rate 0.17% among 350,000; inhibition, % at 15.6 µM; AID 651687, 2012;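 active means every replicate shows inhibition of at least 40%; inconclusive means mean inhibition at least 40% but some replicate below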;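 further: 0% = neutral control wells and 100% = positive control wells; some results beyond the cut were filed as inactive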
# FN deposition inh: inhibitors of fibronectin matrix deposition, primary screen, AH1F cells, Alexa488-fibronectin fluorescence, plate reader | AH1F fibroblasts, overnight | inhibition, % at 12.6 µM | hit rate 0.086% among 350,000 | AID 743247, 2014;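 active means mean inhibition across replicates of 30% or more, regardless of how many single replicates reach that level; inconclusive means mean under 30% yet at least half of replicates reach 30%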;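 further: positive control wells lacked labelled fibronectin entirely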
#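 test system = AH1F fibroblasts assembling fluorescent fibronectin matrix | quantity = 10000 AH1F cells per well | buffer or medium = DMEM plus 2% serum, read in PBS | doses = single dose, pinned | incubation = 1 h cell attachment, overnight exposure to compound and label | detection = fluorescence at 485 nm excitation, 525 nm emission | read-out basis = inhibition from reduced deposited-fibronectin fluorescence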
# Cneo AK release: Cryptococcus neoformans cell lysis inducers, primary screen, AK release luminescence, single concentration; lysis activity, % at 15 µM; AID 651654, 2012; C. neoformans lysis, adenylate kinase release luminescence, 4 h; normalised: neutral wells 0, clomiphene wells 100; hit rate 0.2% among 360,000;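 active means mean lysis activity across replicates of at least 80%, whatever share of replicates individually reach that level; inactive means mean lysis activity below 80%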
#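 read-out = cell lysis signal | test system = log-phase Cryptococcus neoformans yeast cells | input = cells at 5 × 10^6 per mL | medium = fresh YPD growth medium | signal = luminescent adenylate kinase detection reagent | timing = 4 h at 37 °C static, read 1 h later | dosing = single dose | controls = Clomiphene as positive lysis control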
# EWS-Fli inh: EWS/Fli-driven NR0B1 reporter inhibitors, primary screen, A673 cells, NR0B1 luciferase, luminescence, MLPCN library. viability-normalised. inhibition, % at 12.6 µM. hit rate 0.67% among 350,000. AID 651661, 2012;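 active means mean inhibition of at least 50% after viability correction, with every replicate also passing that limit; inconclusive means mean reaches 50% but only one of two replicates passes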;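 further: firefly luciferase signal divided by Alamar Blue viability fluorescence both relative to DMSO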
# The depositor's hits bear a star; ? = inconclusive; nt = no result given. Some of the compounds tested; count on the stated rates, not on these rows.
SMILES | LGR2 inh | miR122 inh | CASP6 VEID inh | PAX8 inh HTS | PGC1a acetyl inh | FN deposition inh | Cneo AK release | EWS-Fli inh
O=C(c1cccs1)c1ccc(-c2cccs2)s1 | 62* | 14 | nt | nt | -35 | nt | nt | nt
O=c1nc2ccccc2c2n1CC(CN1CCN(c3ccccc3F)CC1)N2 (stereo not drawn) | -1 | -9 | nt | nt | 5 | nt | nt | nt
CCOC(=O)c1c(C)nc2sc(C(=O)Nc3ccc(OC)cc3)c(N)c2c1-c1ccc(OC)cc1 | 14 | -5 | nt | nt | -20 | nt | nt | nt
CCCn1c(C)cc(/C=C(\C#N)C(=O)OCC(=O)NC(=O)NC(C)(C)C)c1C | -30 | 4 | nt | nt | -19 | nt | nt | nt
C=CCC(=O)OCC(=O)Nc1ccc(Cl)cn1 | 8 | 1 | nt | nt | -1 | nt | nt | nt
COC(=O)c1cccc(COC(=O)c2cccnc2SC)c1 | -61 | 4 | nt | nt | 7 | nt | nt | nt
CC1(C)Cc2c(C#N)c(N3CCN(C(=O)c4ccccc4Cl)CC3)nc(-c3ccco3)c2CS1 | 9 | -9 | nt | nt | -14 | nt | nt | nt
COc1ccc(C(=O)c2no[n+]([O-])c2C(=O)c2ccc(OC)cc2)cc1 | -6 | -2 | nt | nt | 9 | nt | nt | nt
CS(=O)(=O)N(CC(=O)N/N=C/c1cc([N+](=O)[O-])ccc1Cl)c1ccccc1 | 9 | 1 | nt | nt | -4 | nt | nt | nt
CCCn1c(N)c(C(=O)CSc2nc(C)cs2)c(=O)n(C)c1=O | -18 | -5 | nt | nt | 4 | nt | nt | nt
Clc1cc2nc3ccccn3c2cc1Cl | -32 | 0 | nt | nt | -20 | nt | nt | nt
Cc1ccc(Cl)cc1N1CCN(Cc2nc3ccsc3c(=O)[nH]2)CC1 | 7 | -1 | nt | nt | -27 | nt | nt | nt
O=C(Cn1cnc2ccccc2c1=O)N1CCOCC1 | -1 | 8 | nt | nt | -15 | nt | nt | nt
CC(C)(C)n1ncc2c(=O)n(CC(=O)NCc3ccc(F)cc3)cnc21 | -16 | -1 | nt | nt | -1 | nt | nt | nt
Cn1cc(Br)c(C(=O)Nc2sc3c(c2C(N)=O)CCC3)n1 | -6 | -6 | nt | nt | 6 | nt | nt | nt
Cc1ccc(CS(=O)(=O)CCC(=O)NCc2ccc3c(c2)OCO3)cc1 | -6 | -7 | nt | nt | -4 | nt | nt | nt
Cc1c(C#N)c(N)c(C(=O)c2ccccc2)n1Cc1ccccc1 | -1 | 0 | nt | nt | -5 | nt | nt | nt
Cn1ccnc1SCC(=O)NC1CC1 | 22 | 0 | nt | nt | -7 | nt | nt | nt
CCOc1ccc(-n2nc3ccc(NC(=O)c4ccc5c(c4)OCCO5)cc3n2)cc1 | -23 | 5 | nt | nt | 11 | nt | nt | nt
COC(=O)c1c(-c2ccc(C)cc2)csc1NC(=O)Cc1ccc(OC)c(OC)c1 | 7 | -3 | nt | nt | -3 | nt | nt | nt
CCN(CC(=O)NC(C)C)Cc1nc2sc3c(c2c(=O)[nH]1)CCC3 | 1 | 2 | nt | nt | -22 | nt | nt | nt
O=C(NC[C@H]1CC[C@H]2[C@H](CN2S(=O)(=O)c2ccccc2[N+](=O)[O-])O1)Nc1ccccc1 | nt | nt | 5 | nt | 0 | nt | nt | 10
O=C(NC[C@@H]1CC[C@@H]2[C@@H](CN2S(=O)(=O)c2ccccc2)O1)NC1CCCCC1 | nt | nt | 31 | nt | -5 | nt | nt | 5
CN(C)CC(=O)N[C@H]1C[C@@H]2O[C@@H](CO)CC[C@@H]2O[C@@H]1CCc1ccc(C2=CCCCC2)cc1 | nt | nt | 1 | nt | -8 | nt | nt | -24
COc1ccc2c3c(n(C)c2c1)[C@@H](CO)N(CC1CC1)CC31CCN(Cc2ccc(F)cc2)CC1 | nt | nt | -6 | nt | -18 | nt | nt | 32
Cc1cc(C)cc(NC(=S)NC2CC3CCC(C2)N3Cc2ccco2)c1 (stereo not drawn) | nt | nt | -5 | nt | 9 | nt | nt | 6
O=C(NC[C@H]1CC[C@H]2[C@H](CN2C(=O)C2CCOCC2)O1)c1cccnc1 | nt | nt | -3 | nt | -1 | nt | nt | -6
O=C(NC[C@H]1CC[C@H]2[C@H](CN2Cc2nccs2)O1)C1CCC1 | nt | nt | 0 | nt | 7 | nt | nt | 0
Cc1ccc(S(=O)(=O)NC[C@H]2CC[C@H]3[C@H](CN3Cc3cc(-c4ccccc4)on3)O2)cc1 | nt | nt | 0 | nt | -10 | nt | nt | -6
OC[C@H]1CC[C@@H]2O[C@H](CCc3ccc(C#Cc4ccccc4)cc3)[C@@H](n3cc(-c4ccccc4)nn3)C[C@@H]2O1 | nt | nt | 1 | 15 | nt | nt | nt | 3

# Profiles from above. Values in the order: LGR2 inh, miR122 inh, CASP6 VEID inh, PAX8 inh HTS, PGC1a acetyl inh, FN deposition inh, Cneo AK release, EWS-Fli inh
# Listed for O=C(NC[C@H]1CC[C@H]2[C@H](CN2S(=O)(=O)c2ccccc2[N+](=O)[O-])O1)Nc1ccccc1 : nt, nt, 5, nt, 0, nt, nt, 10
# Listed for O=C(NC[C@@H]1CC[C@@H]2[C@@H](CN2S(=O)(=O)c2ccccc2)O1)NC1CCCCC1 : nt, nt, 31, nt, -5, nt, nt, 5
# Listed for O=C(NC[C@H]1CC[C@H]2[C@H](CN2C(=O)C2CCOCC2)O1)c1cccnc1 : nt, nt, -3, nt, -1, nt, nt, -6
# Listed for OC[C@H]1CC[C@@H]2O[C@H](CCc3ccc(C#Cc4ccccc4)cc3)[C@@H](n3cc(-c4ccccc4)nn3)C[C@@H]2O1 : nt, nt, 1, 15, nt, nt, nt, 3
# Listed for COc1ccc2c3c(n(C)c2c1)[C@@H](CO)N(CC1CC1)CC31CCN(Cc2ccc(F)cc2)CC1 : nt, nt, -6, nt, -18, nt, nt, 32

# Next structures follow.
SMILES | LGR2 inh | miR122 inh | CASP6 VEID inh | PAX8 inh HTS | PGC1a acetyl inh | FN deposition inh | Cneo AK release | EWS-Fli inh
O=C(N[C@H]1C[C@@H]2O[C@@H](CO)CC[C@@H]2O[C@@H]1CCc1ccc(-c2cccnc2)cc1)c1cccc(F)c1 | nt | nt | 1 | 5 | nt | nt | nt | -2
COc1ccccc1NC(=O)N1CCCCN2[C@H](CO)[C@H](c3ccc(C#CC4CC4)cc3)[C@@H]2C1 | nt | nt | -2 | 9 | nt | nt | nt | -4
CCCc1cc(-c2n[nH]c(=S)n2CC)cs1 | nt | nt | -1 | -6 | nt | nt | nt | -5
OC[C@@H]1CC[C@@H]2O[C@H](CCc3ccc(C#Cc4ccccc4)cc3)[C@H](n3cc(-c4ccccc4)nn3)C[C@@H]2O1 | nt | nt | 4 | 22 | nt | nt | nt | 3
Cc1ccc(S(=O)(=O)N2CCC(C(=O)N3CCCCCCC3)CC2)cc1C | nt | nt | 1 | 7 | nt | nt | nt | 9
COCCNC(=O)c1c[nH]c2ccc(S(=O)(=O)N3CCc4ccccc43)cc2c1=O | nt | nt | -3 | 26 | nt | nt | nt | ?
Cn1c(SCC(=O)c2ccc3c(c2)NC(=O)CO3)nc2ccccc21 | nt | nt | 2 | 0 | nt | nt | nt | 1
CCOc1ccc(CCNC(=O)COC(=O)c2[nH]c(C)c(C(C)=O)c2C)cc1OCC | nt | nt | 0 | 3 | nt | nt | nt | -2
CC(C)(C)S(=O)N1Cc2cc(C(=O)NCc3ccc4c(c3)OCO4)nc(-c3cccc(-c4cccc(F)c4)c3)c2[C@H]1CCO (stereo partly drawn) | nt | nt | 0 | 33 | nt | nt | nt | 7
COc1ccccc1NC(=O)N1CCCCN2[C@H](CO)[C@H](c3ccc(C#CC4CC4)cc3)[C@H]2C1 | nt | nt | -5 | -5 | -17 | nt | nt | nt
C[C@@H]1CCCCO[C@H](CN(C)S(C)(=O)=O)[C@@H](C)CN([C@H](C)CO)C(=O)c2cc(NC(=O)Nc3ccc(F)cc3)ccc2O1 | nt | nt | 1 | -1 | 5 | nt | nt | nt
CCCC#Cc1ccc(CC[C@H]2O[C@H]3CC[C@@H](CO)O[C@H]3C[C@H]2NS(=O)(=O)c2ccccc2)cc1 | nt | nt | 2 | 11 | -12 | nt | nt | nt
CN(C)CC#Cc1cccc(-c2nc(C(=O)N3CCN(Cc4ccccc4)CC3)cc3c2[C@@H](CCO)N(S(=O)C(C)(C)C)C3)c1 (stereo partly drawn) | nt | nt | 2 | 15 | 0 | nt | nt | nt
CCn1c(SCC(=O)c2ccc3ccccc3c2)nnc1-c1ccco1 | nt | 19 | nt | nt | nt | 0 | -1 | nt
CC1CCCC(NC(=O)COC(=O)c2cc(S(=O)(=O)N3CCCCC3)ccc2N2CCOCC2)C1C (stereo not drawn) | nt | -2 | nt | nt | nt | 7 | 1 | nt
CSc1nnc(-c2sccc2OCc2ccc(C)cc2)n1C | nt | 17 | nt | nt | nt | -4 | 6 | nt
CCOC(=O)C(C)Sc1snnc1C (stereo not drawn) | nt | -3 | nt | nt | nt | -5 | 0 | nt
FC(F)(F)c1ccc(Oc2ccc3c(C(F)(F)F)cc(C(F)(F)F)nc3n2)cc1 | nt | -2 | nt | nt | nt | 2 | -1 | nt
OCCN1CCN(C(=S)c2ccc(Cl)c(Cl)c2)CC1 | nt | 0 | nt | nt | nt | 2 | 0 | nt
CCCCCOC(=O)C1C2C=CC3(CN(c4ccccc4C)C(=O)C13)O2 (stereo not drawn) | nt | 8 | nt | nt | nt | 5 | 1 | nt
Cc1noc(C)c1C(=O)Nc1sc(C)c(-c2ccccc2)c1C#N | nt | -11 | nt | nt | nt | -3 | -1 | nt
CC1(C)Cc2c(sc3nc(-c4cccs4)n(N)c(=O)c23)CO1 | nt | -17 | nt | nt | nt | -13 | -10 | nt
COc1ccc(-c2ccc(-c3nnc(-c4cc(OC)ccc4OC)o3)cc2)cc1 | nt | -1 | nt | nt | nt | -1 | 0 | nt
O=C1C2CC=CCC2C(=O)N1c1cccc(OS(=O)(=O)c2ccc3ccccc3c2)c1 (stereo not drawn) | nt | -1 | nt | nt | nt | -1 | -1 | nt
Cc1ccccc1S(=O)(=O)Cc1ccc(C(=O)NCc2cccnc2)o1 | nt | -4 | nt | nt | nt | 10 | 0 | nt
O=C(C1Cc2ccccc2CN1S(=O)(=O)c1cccs1)N1CCCCC1 (stereo not drawn) | nt | 83 | nt | nt | nt | 10 | -2 | nt
CCn1nc(NS(=O)(=O)c2ccccc2)c2cc3cccc(C)c3nc21 | nt | 38 | nt | nt | nt | 0 | 2 | nt
CCOC(=O)C(C(=O)Nc1cccc(C)n1)C1CCCCC1 (stereo not drawn) | nt | -2 | nt | nt | nt | 0 | 8 | nt
